GAA glycogen mod: qHTS Assay for Inhibitors and Activators of Human alpha-Glucosidase Cleavage of Glycogen. Lysosomal alpha-glucosidase (Homo sapiens), P10253. recombinant GAA, glycogen substrate, Amplex Red glucose oxidase fluorescence. Potency, µM (highest dose often 76.4 µM), inactives show at the highest dose activity change, negative = inhibition, usual class: inhibitors. 300,000 tested, 0.38% active. AID 2100, 2009;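 note: 0% = full enzyme reaction and -100% = no-enzyme basal signal; the screen sought inhibitors and activators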
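Recombinant human enzyme (4 nM); glycogen substrate; 37 C, 40 min, pH 5.0. Readout: coupled glucose oxidase/Amplex Red fluorescence.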
SMN2 splice enh: qHTS Assay for Enhancers of SMN2 Splice Variant Expression | 210,000 tested, 2.8% active | AID 1458, 2008 | HEK293 SMN2-luciferase splicing reporter, luminescence, 30-36 h | Potency, µM (highest dose often 46.1 µM), for inactives: at the highest dose activity change, positive = activation, actives largely listed as activators; note: % of control where 0% means no effect; nearly all actives have a fitted effect of over 55% in size
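qHTS luciferase splicing reporter: luminescence rises when SMN2 exon 7 is included in transfected HEK293 cells. Compound exposure lasted 30-36 h at 37C, with 4.5 mM final sodium butyrate as control, followed by a ONE-Glo read.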
RGS12 GoLoco inh: qHTS Assay for Inhibitors of RGS12 GoLoco Motif Activity (Red Fluorophore); Guanine nucleotide-binding protein G(i) subunit alpha-1 (Homo sapiens), P63096; Gai1:RGS12 GoLoco peptide FP, rhodamine, 10 min; Potency, µM (highest dose often 61.6 µM), inactives show at the highest dose activity, negative = inhibition, hits mostly inhibitors; 230,000 tested, 0.44% active; active = well fitted inhibition curve with a large enough effect, not every such curve was filed as active; inactive = no such curve, though single readings can be large or run the other way; note: % is set by controls: 0 for no effect and ±100 for the full control effect; nearly all actives have a fitted effect of over 30% in size; many of its hits are not listed in these tables
JMJD2E inh: qHTS Assay for Inhibitors of Human Jumonji Domain Containing 2E (JMJD2E). Lysine-specific demethylase 4E (Homo sapiens), B2RXH2. JMJD2E catalytic domain, FDH-coupled NADH fluorescence (FDH is formaldehyde dehydrogenase). Potency, µM (top dose mostly 57.1 µM), for the others: at the top dose activity change, negative = inhibition, most hits filed as inhibitors. 230,000 tested, 1.6% active. AID 2147, 2009; active = well fitted inhibition curve with a large enough effect, not every such curve was filed as active; inconclusive = small, poorly fitted or top-dose-only effect, or another doubt; inactive = no such curve, though single readings can be large or run the other way;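 note: 0% = wells with enzyme and -100% = buffer wells without enzyme; nearly all actives have a fitted effect of over 50% in size; many of its hits are not listed in these tables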
Target sequence (B2RXH2 1-337 limits assumed): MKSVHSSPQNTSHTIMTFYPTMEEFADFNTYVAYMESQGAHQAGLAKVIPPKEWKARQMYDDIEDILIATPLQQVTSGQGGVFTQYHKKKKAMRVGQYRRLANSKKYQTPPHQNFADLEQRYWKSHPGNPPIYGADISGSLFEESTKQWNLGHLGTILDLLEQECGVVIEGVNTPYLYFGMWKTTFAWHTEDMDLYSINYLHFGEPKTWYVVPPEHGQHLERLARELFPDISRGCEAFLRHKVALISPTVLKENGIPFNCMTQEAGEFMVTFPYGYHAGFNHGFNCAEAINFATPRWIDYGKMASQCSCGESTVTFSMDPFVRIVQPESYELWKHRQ
GAA inh: qHTS Assay for Inhibitors of Human alpha-Glucosidase as a Potential Chaperone Treatment of Pompe Disease; Lysosomal alpha-glucosidase (Homo sapiens), P10253; purified human GAA, 4-MU-alpha-glucoside fluorescence; Potency, µM (highest dose often 76.9 µM), for inactives: top-dose activity change, negative = inhibition, usual class: inhibitors; 200,000 tested, 0.005% active; AID 1466, 2008;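 note: plate controls were uninhibited enzyme wells for no effect and no-enzyme background for full effect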
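Fluorogenic assay: 4 nM human alpha-glucosidase with 400 uM 4-methylumbelliferyl-alpha-D-pyranoside in 50 mM citrate/phosphate, 0.005% Tween-20, pH 5.0, 20 min at room temperature. Compounds tested up to 77 uM; AC50 from Hill fits.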
GAA spleen mod: qHTS Assay for Inhibitors and Activators of Human alpha-Glucosidase From Spleen Homogenate; Potency, µM (highest dose often 79.9 µM), for the others: at the highest dose activity change, negative = inhibition, most hits filed as inhibitors; 240,000 tested, 0.006% active; human spleen homogenate, 4-MU-alpha-glucoside fluorescence; Lysosomal alpha-glucosidase (Homo sapiens), P10253; AID 2112, 2009;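 note: 0% = enzyme with vehicle and -100% = no enzyme basal signal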
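AC50 values come from Hill-equation fits of concentration-response data, normalized to no-enzyme and full-activity controls. Enzyme source: 1 ug human spleen homogenate; 1 mM fluorogenic 4-MU glucoside, pH 5.0 citrate buffer, 37 C, 40 min.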
GLA spleen mod: qHTS Assay for Inhibitors and Activators of Human alpha-Galactosidase From Spleen Homogenate; human spleen homogenate, 4MU-alpha-Gal fluorescence, 40 min; Potency, µM (series often up to 80 µM), for inactives: top-dose activity change, negative = inhibition, usual class: inhibitors; 240,000 tested, 0.008% active; Alpha-galactosidase A (Homo sapiens), P06280;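 note: 0% = enzyme with vehicle and -100% = no enzyme basal signal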
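Inhibition or activation of alpha-galactosidase in human spleen homogenate is scored by 4-MU fluorescence after 40 min at 37C, pH 5.0, with 1 mM substrate. AC50s come from concentration-response fitted to the Hill equation.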
ALDH1A1 inh: qHTS Assay for Inhibitors of Aldehyde Dehydrogenase 1 (ALDH1A1) | Aldehyde dehydrogenase 1A1 (Homo sapiens), P00352 | Purified ALDH1A1, NADH fluorescence, propionaldehyde substrate | 220,000 tested, 7.3% active | Potency, µM (doses to about 75.3 µM), for the others: at the highest dose activity, negative = inhibition, usual class: inhibitors; active = well fitted inhibition curve with a large enough effect, not every such curve was filed as active; inconclusive = small, poorly fitted or top-dose-only effect, or another doubt; inactive = no such curve, though single readings can be large or run the other way;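 note: plate controls were no enzyme wells and a reference inhibitor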
Target sequence (P00352 whole entry, looked up): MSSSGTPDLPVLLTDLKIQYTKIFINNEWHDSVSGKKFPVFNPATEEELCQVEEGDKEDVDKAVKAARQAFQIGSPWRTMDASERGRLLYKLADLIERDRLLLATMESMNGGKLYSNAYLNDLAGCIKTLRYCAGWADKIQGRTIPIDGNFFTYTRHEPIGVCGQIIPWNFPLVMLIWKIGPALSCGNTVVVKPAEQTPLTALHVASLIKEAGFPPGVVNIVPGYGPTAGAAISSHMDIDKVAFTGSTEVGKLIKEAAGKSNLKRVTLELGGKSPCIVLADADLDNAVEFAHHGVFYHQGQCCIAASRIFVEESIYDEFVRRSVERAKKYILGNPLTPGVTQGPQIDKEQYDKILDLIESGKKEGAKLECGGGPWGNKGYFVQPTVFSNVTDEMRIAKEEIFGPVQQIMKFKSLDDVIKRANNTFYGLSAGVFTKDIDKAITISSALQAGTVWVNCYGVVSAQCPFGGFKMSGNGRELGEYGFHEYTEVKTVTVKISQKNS
An asterisk follows results filed as active; ? = inconclusive; / = no result given; [ ] = another dose, or the depositor's remark. Unless noted, calls come from the whole dose curve; as a rule, active = well fitted curve in the direction sought with a large enough effect; inconclusive = small, poorly fitted or top-dose-only effect, or another doubt; inactive = no such curve, though single readings can be large; an effect the other way counts as inactive or inconclusive. Potency is the fitted concentration of half-maximal effect. The list is partial; the hit share may differ from the screen's.

SMILES | GAA glycogen mod | SMN2 splice enh | RGS12 GoLoco inh | JMJD2E inh | GAA inh | GAA spleen mod | GLA spleen mod | ALDH1A1 inh
Cc1nn(-c2ccc(F)cc2)c(Cl)c1/C=C/C(=O)OCC(=O)Nc1c(F)c(F)c(F)c(F)c1F | -3% | -33%[inhibitor] | 5% | 11% | -4% | 1% | 3% | 1%
O=C(Cn1c(=O)oc2ccccc21)Nc1ccc2c(c1)OCCO2 | 5% | 16% | -8% | ? | -8% | 8% | 5% | ?
O=C(OCC(=O)c1ccc[nH]1)c1ccccc1 | 5% | -30%[inhibitor] | 25% | 0% | ? | -1% | -2% | 8%
COCCNC(=S)NN=C1CCC(c2ccccc2)CC1 (configuration not stated) | ? | 3% | 3% | -19% | -12% | 1% | -10% | ?
O=c1c2ccccc2c2ccccc2c(=O)n1CC1CCCO1 (configuration not stated) | -1% | -7% | -16% | ? | 4% | 2% | 13% | -3%
CC1CCCN(c2ccc(C(=O)Nc3cccnc3)cc2[N+](=O)[O-])C1 (configuration not stated) | 2% | 9% | 5% | 5% | 2% | 1% | -1% | ?
CCOC(=O)C(=O)c1csc(NC(=O)CCSc2ccc(C)cc2)n1 | -2% | 4% | -2% | -5% | 1% | 2% | 0% | -7%
COc1cccc(CNC(=O)c2ccc(CS(=O)(=O)Cc3ccc(C)cc3)o2)c1 | -12% | -62%[inhibitor] | -9% | 9% | 5% | -3% | -10% | 12%
Cc1ccc(C)c(CSc2nnc([C@@H]3CCCN3)o2)c1 | -10% | / | 3% | 2% | / | -2% | 9% | /
CCOCCn1c(CN(Cc2ccccc2)Cc2ccccc2)nc2c1c(=O)n(C)c(=O)n2C | ? | -14% | -5% | -1% | -3% | 9% | 8% | -8%
COCCn1c(=O)c(-c2cccs2)nc2cnc(N3CCOCC3)nc21 | / | / | 1% | / | / | 0% | 14% | ?
O=C(CCn1cnc2ncccc2c1=O)N1CCN(c2cccc(Cl)c2)CC1 | -8% | / | 3% | -11% | 3% | 2% | -5% | -2%
CN(c1ccccc1)S(=O)(=O)c1cccc(NC(=O)COC(=O)C2CCCCC2)c1 | -8% | / | -3% | -8% | / | -3% | 4% | /
COc1ccc(S(=O)(=O)N(CC(=O)N2CCN(C)CC2)c2ccccc2)cc1OC | 3% | 7% | 2% | 11% | -10% | -2% | -20% | 11%
COc1ccc(C(C(=O)NCC2CCCO2)N(C(=O)CNC(=O)c2cccs2)c2ccc(C)cc2)cc1OC (configuration not stated) | -2% | / | 0% | 1% | 6% | -2% | 1% | 3%
O=C(CN1CCOCC1)N1CCc2ccccc2C(c2ccccc2)C1 (configuration not stated) | 15% | 3% | -26% | ? | 6% | -4% | 0% | 14µM*
CCCOc1ccc(C2C(C(=O)c3ccc(C)o3)=C(O)C(=O)N2Cc2cccnc2)cc1 (configuration not stated) | 0% | -36%[inhibitor] | 3% | 5% | 5% | 3% | 6% | ?
C=CCN(c1ccccc1Cl)S(=O)(=O)c1cccc(C(=O)NCCc2ccc(OC)cc2)c1 | -1% | -22% | -3% | -7% | ? | -3% | 4% | ?
COc1ccccc1OCCSc1nnnn1-c1ccc(C)cc1 | 1% | ? | -5% | 2% | -1% | -12% | 4% | -15%
Cc1ccc(P(=O)(CC(=O)O)c2ccc(C)cc2)cc1 | 5% | 28% | 6% | 2% | ? | -5% | 1% | 11%
COC(=O)[C@@]1(Cc2ccc(OC)cc2)[C@H]2c3cc(C(=O)N(C)C)n(Cc4c(CO)[nH]cc(C)c4=O)c3C[C@H]2CN1C(=O)c1ccccc1 | / | -2% | 3% | -25% | / | 4% | 3% | -4%
O=C1CSC(=Nc2cccc(Cl)c2Cl)N1Cc1cccnc1 | 1% | / | 8% | 4% | -4%[15.4 µM] | -1% | -5% | 4%
COc1ccc(/C=N/NC(=O)CO/N=C(\C)c2cccs2)cc1 | 4% | -36%[inhibitor] | 7% | 11% | 0% | 4% | 13% | 22µM*
Cc1ccc(CNC(=O)c2nn(C)c(C)c2[N+](=O)[O-])cc1 | -1% | -9% | 9% | 4% | -2% | 5% | 6% | 5%
Cc1c(NC(=O)C2CCN(S(=O)(=O)c3ccc(Cl)cc3)CC2)c(=O)n(-c2ccccc2)n1C | 22% | -22% | 2% | 4% | 0% | 0% | 5% | -2%

ALDH1A1 inh, what is marked active above.
SMILES,GAA glycogen mod,SMN2 splice enh,RGS12 GoLoco inh,JMJD2E inh,GAA inh,GLA spleen mod,ALDH1A1 inh
O=C(CN1CCOCC1)N1CCc2ccccc2C(c2ccccc2)C1 (configuration not stated),15%,3%,-26%,?,6%,0%,14µM*
COc1ccc(/C=N/NC(=O)CO/N=C(\C)c2cccs2)cc1,4%,-36%[inhibitor],7%,11%,0%,13%,22µM*

Additional results
SMILES | GAA glycogen mod | SMN2 splice enh | RGS12 GoLoco inh | JMJD2E inh | GAA inh | GAA spleen mod | GLA spleen mod | ALDH1A1 inh
Cc1csc2c(=O)n3c(nc12)CCCCC3 | 2% | ? | 5% | 7% | 7% | -1% | -3% | 10%
CCn1c(SCC(N)=O)nc2sc3c(c2c1=O)CCCC3 | 2% | -43%[inhibitor] | 3% | 5% | -6% | -6% | -2% | ?
CC(C)C1C(C#N)=C(N)Oc2n[nH]c(-c3ccccc3)c21 (configuration not stated) | -10% | 1% | 8% | -15% | 6% | 0% | 8% | 3%
COc1ccc2ccccc2c1CN1CCN(C(=O)c2ccccc2)CC1 | -1% | -21% | -4% | 1% | -11% | -9% | 0% | ?
COc1ccc(NC(=O)NCc2ccccn2)cc1 | -19% | 13% | 4% | 8% | -3% | 2% | -2% | 7%
CCN(CC)CCCNc1oc(-c2ccccc2[N+](=O)[O-])nc1C#N | 2% | / | 0% | -13% | -1% | -3% | 3% | -10%
CCOc1ccc(NC(=O)CSc2nnnn2CC(=O)O)cc1 | -5% | 0% | 3% | 5% | 3% | 0% | 5% | 8%
CC(C)NC(=O)CN(CCc1ccccc1)S(C)(=O)=O | -7% | ? | -13% | 5% | -6% | 3% | 13% | 5%
Cc1c(/C(O)=C2/C(=O)C(=O)N(CCN3CCOCC3)C2c2cccs2)cnn1-c1ccccc1 (configuration not stated) | -2% | ? | 2% | -12% | -3% | -3% | -6% | ?
CC(=O)NC1C(O)C[C@@](O)(C(=O)O)OC1[C@@H](O)C(O)CO (some centres not stated) | / | -5% | 3% | 6% | / | -2% | 9% | 5%
COc1ccc(-c2cccc(C(=O)NCC(=O)O)c2)cc1 | -7% | ? | -10% | ? | 11% | 5% | 5% | ?
Clc1cccc(CSc2nnc(-c3ccccn3)n2Cc2ccco2)c1 | 1% | -23% | 5% | -7% | 0% | -1% | 0% | -13%
Cc1ccc(N2C(=O)CC(N3CCN/C3=C3\CC/C(=C\c4ccccc4)C3=O)C2=O)cc1 (configuration not stated) | 0% | -11% | -8% | -7% | 4% | -4% | -2% | -2%
CC(NC(=O)c1ccccc1)C(=O)N/N=C/c1cccc([N+](=O)[O-])c1 (configuration not stated) | 1% | 11% | 4% | -2% | -7% | 0% | 1% | 2%
O=C(NC(=S)NCC1CCCO1)c1ccccc1F (configuration not stated) | -6% | 22% | 9% | 4% | 1% | 2% | 8% | -18%
COc1cccc(CC(NC(C)=O)C(=O)NC2CCN(c3nc(C)cc(C)c3C#N)CC2)c1OC (configuration not stated) | -3% | -21% | -1% | ? | 5% | -5% | 1% | ?
Cc1cc(Cl)ccc1NC(=O)CCCN1C(=O)CCC1=O | -17% | 9% | -11% | -7% | -11% | 1% | 8% | 4%
COc1ccccc1N1CCN(C(=O)c2cc3cc(Br)ccc3oc2=O)CC1 | 10% | -1% | 5% | 1% | -4%[15.4 µM] | -1% | -4% | 3%
CCOC(=O)C(CC)(CCC(=O)OC)c1csc(Nc2ccccc2O)n1 (configuration not stated) | -27% | / | 2% | -3% | / | -1% | -7% | /
COc1ccc(Cl)cc1NC(=O)COC(=O)CCNC(C)=O | 2% | -5% | 3% | -3% | 3% | -9% | -3% | 5%
N#C/C(=C\c1cccs1)C(=O)NCc1cccnc1 | -4% | 0% | 3% | 0% | -1% | 1% | -1% | 1%

Sorted by molecular weight (low to high): 3 of the compounds above
SMILES | GAA glycogen mod | SMN2 splice enh | RGS12 GoLoco inh | JMJD2E inh | GAA inh | GAA spleen mod | GLA spleen mod | ALDH1A1 inh
COc1ccc(NC(=O)NCc2ccccn2)cc1 | -19% | 13% | 4% | 8% | -3% | 2% | -2% | 7%
COc1ccc(-c2cccc(C(=O)NCC(=O)O)c2)cc1 | -7% | ? | -10% | ? | 11% | 5% | 5% | ?
CCOC(=O)C(CC)(CCC(=O)OC)c1csc(Nc2ccccc2O)n1 (configuration not stated) | -27% | / | 2% | -3% | / | -1% | -7% | /

Two entries drawn at random from the list so far, as already listed:
SMILES | GAA glycogen mod | SMN2 splice enh | RGS12 GoLoco inh | JMJD2E inh | GAA inh | GAA spleen mod | GLA spleen mod | ALDH1A1 inh
CC(C)NC(=O)CN(CCc1ccccc1)S(C)(=O)=O | -7% | ? | -13% | 5% | -6% | 3% | 13% | 5%
CC(=O)NC1C(O)C[C@@](O)(C(=O)O)OC1[C@@H](O)C(O)CO (some centres not stated) | / | -5% | 3% | 6% | / | -2% | 9% | 5%

Source: PubChem BioAssay (National Center for Advancing Translational Sciences (NCATS))
